PV pol inh – poliovirus RNA polymerase inhibition. P03300. poliovirus polymerase elongation, fluorescence polarization; active compounds read low. % elongation, % (compound at 16.7 µg/mL). 0.66% of 150,000 active. AID 588519; in the data active means % elongation below about 90%; further: some results filed as inactive read as strong as hits
Target sequence (P03300 1749-2209 limits assumed): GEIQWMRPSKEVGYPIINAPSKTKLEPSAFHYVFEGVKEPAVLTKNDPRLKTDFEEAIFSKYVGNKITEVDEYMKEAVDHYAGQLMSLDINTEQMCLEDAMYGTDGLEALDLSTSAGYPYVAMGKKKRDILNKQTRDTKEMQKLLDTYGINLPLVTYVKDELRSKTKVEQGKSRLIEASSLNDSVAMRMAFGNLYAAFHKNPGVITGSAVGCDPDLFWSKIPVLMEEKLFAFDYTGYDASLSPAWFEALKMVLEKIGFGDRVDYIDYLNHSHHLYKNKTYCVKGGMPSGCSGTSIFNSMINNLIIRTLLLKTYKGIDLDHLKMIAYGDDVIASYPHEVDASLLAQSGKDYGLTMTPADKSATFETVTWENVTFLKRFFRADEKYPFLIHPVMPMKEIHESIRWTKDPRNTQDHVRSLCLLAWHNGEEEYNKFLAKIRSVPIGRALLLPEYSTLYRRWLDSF
PV pol inh FP z-score – further read-out of PV pol inh, marked with its call; z-score; measured here: FP z-score; hits read low
Numbers without * were called inactive; & = joins results of further samples. A portion of the library; the hit share may differ from the screen's.

mol,PV pol inh,PV pol inh FP z-score
CC(=O)Nc1ccc(S(=O)(=O)N2CCC(Oc3ccc(-n4cnnn4)cc3)CC2)cc1,106.0,-0.1
COCC(=O)Nc1ccc(Nc2ccccc2)cc1,100.0,-0.3
CCN(CC)C(=O)Nc1ccc(NC(=O)N(CC)CC)cc1,105.0,0.4
O=C(CCCCC(=O)Nc1c(I)cc(I)c(C(=O)O)c1I)Nc1c(I)cc(I)c(C(=O)O)c1I,101.0,0.2
CCOc1ccc(CCNC(=O)CN2C(=O)COc3ccc(S(=O)(=O)N4CCCC4)cc32)cc1,106.0,0.2
CCCCc1cc2c(c(NC(C)=O)n1)c(=O)oc1ccccc12,102.0,0
CCN1CCN(c2cc(C)c3cc(NC(=O)/C=C/c4ccc(OC)cc4)ccc3n2)CC1,101.0,0.3
Nc1cccc2c1C(=O)N(CCO)C2=O,73.0,-5.5
COc1cccc(NC(=O)C(C)n2c(=O)cc(C(F)(F)F)c3c(C)nn(C)c32)c1 (stereo not drawn),106.0,0.1
CCc1c(C)c(C#N)c2nc3ccccc3n2c1NCc1ccccc1,103.0,0.2
O=S(=O)(c1ccc(-c2cnc(C3CC3)o2)cc1)N1CCN(c2ccc(F)cc2)CC1,110.0,0.8
Cc1oc(-c2ccc(Cl)cc2)nc1CN1CCC(C(=O)NC2CCCCC2)CC1,100.0,-0.2
COc1ccccc1C(=O)NCc1nc2cccnc2n1Cc1ccc(F)cc1,107.0,-0.2
O=C(CCC(=O)N1CCN(c2ccc(Cl)c(Cl)c2)CC1)c1ccccc1,103.0,1
CCN(CC)S(=O)(=O)c1ccc(Nc2ccc(-c3ccc4c(c3)OCCO4)nn2)cc1,101.0,-0.3
CC1CCN(CC(=O)c2cccs2)CC1,99.0,-0.5
Nc1ccc(C(=O)O)cn1,106.0,0.5
Cc1nnsc1-c1nc2ccccc2[nH]1,100.0,-0.2
Cc1ccc(CNC(=O)CCc2c(C)nn3cnnc3c2C)cc1,103.0,1.2
COc1cc(C2C(=O)N(C3CCCCC3)CC(=O)N2CCc2ccccc2)ccc1OC(C)C (stereo not drawn),101.0,-1.5
CCOC(=O)c1cnc2c(CC)cccc2c1NCCO,101.0,0
CCn1cc(-c2csc(N)n2)c(C)n1,101.0,-0.1
O=C(CSc1nc2ccccc2c(=O)[nH]1)c1ccc2c(c1)OCCO2,103.0,0.1
CCOC(=O)c1c(C)oc2nc(C)nc(NCCc3ccc(Cl)cc3)c12,107.0,-0.1
c1ccc(-c2cccc(-c3ccccn3)n2)nc1,113.0,3.2
N#Cc1c(F)cccc1NCc1cccs1,107.0,0.6
CC(C)N(C(=O)CSCc1nc2ccccc2[nH]1)c1ccccc1,100.0,-0.6
COc1ccc(C2=NN(C(=O)COc3ccc(NC(=O)c4ccco4)cc3)C(c3ccco3)C2)cc1 (stereo not drawn),104.0,0.2
CCSc1nc2c(cnn2-c2ccc(Cl)cc2)c(=O)[nH]1,100.0,-0.1
CCOC(=O)C1=C(C)SC2=NS(=O)(=O)CCN21,103.0,0.3
Cc1c2cnn(-c3ccccc3)c(=O)c2c(C)n1CC(=O)N1CCCCC1,104.0,0.8
COc1ccccc1/C=N/NC=O,101.0,0
O=C1CSc2cc(S(=O)(=O)N3CCN(c4ccccc4)CC3)ccc2N1,102.0,0.2
CC1=CC(=O)C(C(=O)/C=C/c2ccc(N(C)C)cc2)C(=O)O1 (stereo not drawn),46.0,-9.5
c1ccc(N=C2NN=C(c3ccccc3)CS2)cc1,94.0,-2
Cc1cc(-n2c(C)cc(CNC3CC(C)(C)NC(C)(C)C3)c2C)no1,101.0,-0.3
Cc1cc(C)c2nc(C(F)(F)F)nc(NCc3ccc4c(c3)OCO4)c2c1,102.0,0.8
Cc1cccc(NC(=O)CNC(=O)OCc2ccccc2)c1,105.0,0.4
O=C(COC(=O)CSc1ccc2ccccc2c1)NC1CC1,99.0,-0.7
O=C1CSc2ccc(C(=O)NCCCn3ccnc3)cc2N1,100.0,-0.3
CN(C)c1ccc(C(C(=O)NCc2ccccc2)N(Cc2ccco2)C(=O)c2snc(C(N)=O)c2N)cc1 (stereo not drawn),105.0,0.9
COC(=O)C1C(=O)C2=C(CC1C)Nc1ccccc1NC2c1cccc(Br)c1 (stereo not drawn),105.0,0.2
COc1cc(-c2noc(-c3nnn(-c4cccc(Cl)c4C)c3C)n2)cc(OC)c1OC,99.0,-1.2
CC1=C(C(=O)Nc2ccc(C)cc2C)C(CC(C)C)n2nc(SCc3ccccc3C)nc2N1 (stereo not drawn),110.0,-0.7
CCCCC(=O)Nc1ccc2nc(SCC(=O)N3CCCC3)sc2c1,126.0,4.4

Compounds above with a Cl atom (5):
mol,PV pol inh,PV pol inh FP z-score
Cc1oc(-c2ccc(Cl)cc2)nc1CN1CCC(C(=O)NC2CCCCC2)CC1,100.0,-0.2
O=C(CCC(=O)N1CCN(c2ccc(Cl)c(Cl)c2)CC1)c1ccccc1,103.0,1
CCOC(=O)c1c(C)oc2nc(C)nc(NCCc3ccc(Cl)cc3)c12,107.0,-0.1
CCSc1nc2c(cnn2-c2ccc(Cl)cc2)c(=O)[nH]1,100.0,-0.1
COc1cc(-c2noc(-c3nnn(-c4cccc(Cl)c4C)c3C)n2)cc(OC)c1OC,99.0,-1.2

(more compounds)
mol,PV pol inh,PV pol inh FP z-score
CC(C)=NOCC(=O)Nc1ccccc1C,101.0,0.3
CCOC(=O)c1oc2ccccc2c1CSc1nnc(-c2ccc(C)cc2)n1N,99.0,-0.7
COC(=O)NCCOc1cc(C)ccc1C,99.0,-0.1
Cc1ccc(NC(=O)Cc2coc3ccc(C(C)C)cc23)cc1Cl,117.0,0.2
CS(=O)(=O)N1CCN(CC(=O)NC2CCCCC2)CC1,102.0,0.1
CSc1ncc(Cl)c(C(=O)Nc2cccnc2)n1,102.0,0.2
O=C(Cn1c(-c2cccs2)cc2ccccc21)N1CCC2(CC1)OCCO2,101.0,-0.1
Cc1ccc(C)c(NC(=O)C2CCN(S(=O)(=O)c3c(C)noc3/C=C/c3cccs3)CC2)c1,101.0,-0.6
COc1ccc(OCC(=O)N2CCN(C(=O)c3ccc(OC)c(OC)c3)CC2)cc1,106.0,0.3
Cc1ccc(Cl)cc1N1CCN(C(=O)Cn2cnc3sc(C)c(S(=O)(=O)N4CCC(C)CC4)c3c2=O)CC1,108.0,0.6
CCc1ccc(OCC(O)CN)cc1 (stereo not drawn),102.0,0
CCCCc1nn2c(=O)cc(COC(=O)CNC(=O)c3ccccc3C)nc2s1,100.0,-1.1
O=S(=O)(c1cccs1)N1CCN(c2cccc(C(F)(F)F)c2)CC1,94.0,-1.3
Cc1ccc(C)c(N2CCN(CCCNC(=O)c3cn4c5c(ccc(Cl)c5c3=O)OC(C)C4)CC2)c1 (stereo not drawn),100.0,-0.4
Cc1nnc(SCCNS(=O)(=O)c2ccccc2)s1,100.0,-0.1

Entries listed so far with a COOH group, in the order listed:
mol,PV pol inh,PV pol inh FP z-score
O=C(CCCCC(=O)Nc1c(I)cc(I)c(C(=O)O)c1I)Nc1c(I)cc(I)c(C(=O)O)c1I,101.0,0.2
Nc1ccc(C(=O)O)cn1,106.0,0.5

Later entries
mol,PV pol inh,PV pol inh FP z-score
COc1ccc(N2CCN(C=C3C(=O)N(C)C(=O)N(C)C3=O)CC2)cc1,101.0,-0.4
CCSc1nnc(-c2ccccc2)n1Cc1ccc2c(c1)OCO2,102.0,-0.3
Cc1oc(S(=O)(=O)N2CCCC2)cc1C(=O)NCCN1CCNC1=O,101.0,-0.5
Cc1ccc(-n2nc(C)c3c2NC(=O)CSC3c2ccc(O)cc2)cc1Cl (stereo not drawn),101.0,-1
CSc1ccc(CCNC(=O)c2cc3cc4cc(C)ccc4nc3s2)cc1,108.0,0.5
Cc1[nH]nc(CSSCc2n[nH]c(C)c2C(=O)NN)c1C(=O)NN,103.0,0.4
CC(OC(=O)C1CCCN1S(=O)(=O)c1ccc(Cl)cc1)C(=O)Nc1ccc(C(N)=O)cc1 (stereo not drawn),103.0,0
O=C(NCCCn1ccnc1)C1CCN(S(=O)(=O)c2ccc(F)cc2)CC1,102.0,-0.2
Cc1cc2nnc(SCC(N)=O)n2c2ccccc12,100.0,-0.7
Cc1ccccc1C(=O)Nc1cccc(N(C)C)c1,102.0,0.1
COc1ccc(S(=O)(=O)NCC(c2cccnc2)N2CCN(C)CC2)cc1OC (stereo not drawn),96.0,-2.5
Cc1c(C(=O)NCCCN2CCCCCC2)oc2ccc3nc(N(C)C)sc3c12,100.0,-0.6
O=C(c1cccc(Cl)c1)n1nc(-c2cccnc2)nc1NCc1ccccc1,94.0,-2.7
CCc1ccc(NC(=O)N(CCC(C)C)C(C)c2ccco2)cc1 (stereo not drawn),101.0,0.2
CCNc1nc(-c2ccc(C)cc2)cs1,99.0,-0.6
Cn1cc(CCC(=O)NCCCN2CCC(N3CCCCC3)CC2)c2ccccc21,100.0,-0.8
O=S(=O)(NCCCc1ccccc1)c1cccc2nsnc12,101.0,0.2
COCC(C)NCc1cccc(OC)c1 (stereo not drawn),112.0,1
CC1(C)CC(=O)CC(=NCC(=O)O)C1,100.0,-0.4
CCOC(=O)N1CCC(NC(=O)c2ccc3c(c2)N(Cc2ccc(F)cc2)C(=O)c2ccccc2S3=O)CC1 (stereo not drawn),100.0,-0.7
COc1ccc(NC(=O)CCc2nc3ccc(C)cc3[nH]2)c(OC)c1,102.0,-0.1
COC(=O)c1sc(N)c(C(=O)OC)c1CN1CCOCC1,102.0,0.1
Cn1nc(C(C)(C)C)cc1C(=O)NN1CCOCC1,101.0,-0.4
NS(=O)(=O)c1ccc(CCN2CC3=C(C2=O)C(c2ccccc2)NC(=O)N3)cc1 (stereo not drawn),102.0,0.1
CS(=O)(=O)Nc1ccc(C(=O)N2CCCCC2)cc1,101.0,0.2
CCNC(=O)c1ccc2nc(CCc3ccccc3)oc2c1,111.0,1
CCCCCCCCNC(C)C(O)c1ccc(SC(C)C)cc1 (stereo not drawn),100.0&102.0,0.1&0.6
N#Cc1cnn(-c2ccccc2)c1N,103.0,0.7
Cc1nc(N2CCN(C(=O)c3ccco3)CC2)c2c3c(sc2n1)CC(C(C)(C)C)CC3 (stereo not drawn),100.0,-0.2
CCOP(=O)(CC)CC(=O)O (stereo not drawn),99.0,0
COc1cccc(N(Cc2ccc(C)cc2)C2=NC3CS(=O)(=O)CC3S2)c1 (stereo not drawn),101.0,-0.2
CCOc1ccc(NC(=O)CC2(CC(=O)O)CCCC2)cc1,102.0,-0.1
COc1cccc(-c2cc(C(=O)Nc3cc(C)nn3-c3ccccc3)no2)c1,106.0,0.5
CC1CCCCN1S(=O)(=O)c1ccc(NC(=O)c2cnccn2)cc1 (stereo not drawn),103.0,0.4
CCc1ccc(-n2c(C)nnc2SCc2nc(-c3ccc(OC)cc3)no2)cc1,108.0,0.4
COc1ccc2cc3cc(C(=O)NCCCN4CCC(C)CC4)oc3nc2c1,98.0,-0.9
CCCCC(CC)C(=O)Nc1ccc(S(=O)(=O)N2CCCCC2)cc1 (stereo not drawn),103.0,0.8
O=C(OCn1nnc2ccccc2c1=O)c1ccccc1,104.0,1.9
COc1ccc(C2OCC(CN3CCCCC3)O2)cc1 (stereo not drawn),102.0,0
CC(Sc1ncccn1)C(=O)N/N=C/c1ccccc1Cl (stereo not drawn),102.0,0.6
COc1cc(C2C(=O)N(C3CCCCC3)CC(=O)N2CCC2=CCCCC2)ccc1OC(C)C (stereo not drawn),103.0,-1.1
CC1CCCCN1C(=O)Cn1c(SCC(=O)N(C)c2ccccc2)nc2ccccc21 (stereo not drawn),110.0,0.8
CC(=O)Nc1ccc(OCc2cn3cc(C)ccc3n2)cc1,100.0,-0.4
CCN(CC)C(=S)Nc1ccc2oc(N(C)C)nc2c1,90.0*,-1.8*
COc1cccc(C2(O)CCN(C(=O)c3cccs3)CC2)c1,101.0,0.1
C=C(C)c1cccc(C(C)(C)NC(=O)NCCc2ccc(F)cc2)c1,104.0,0.5
O=C(COc1ccc(Oc2ccccc2)cc1)NCCCn1ccnc1,102.0,0.3
Clc1ccc(CN2CCN(c3ncnc4sc5c(c34)CCCC5)CC2)cc1Cl,108.0,0.2
O=C(c1ccccc1)c1cc(Cl)ccc1N=Cc1ccsc1,102.0,0.2
Cc1ccc(O)c(C2=NNC(O)(C(F)(F)F)C2)c1 (stereo not drawn),103.0,0.3
CC1=C(C#N)C(c2cccnc2)C(C#N)=C(C)N1,98.0,-0.3
COc1ccc(-c2[nH]ncc2C(=O)NCCc2ccccc2)cc1,101.0,0
CC(C)CCNC(=O)C1CCN(C(=O)N2CCOc3ccc(Cl)cc32)CC1,107.0,0
COc1ccc(N2CC(NC(=O)c3ccc(S(=O)(=O)N4CCOCC4)cc3)CC2=O)cc1 (stereo not drawn),103.0,-0.7
CCOC(=O)c1oc2ccc(S(=O)(=O)Nc3noc4ccccc34)cc2c1C,103.0,0.3
O=C(/C=C/c1cn(-c2ccccc2)nc1-c1ccc(F)cc1)N1CCN(C2CCS(=O)(=O)C2)CC1 (stereo not drawn),102.0,-0.1
CSc1ccc(CNC(=O)CCc2c(C)nn(-c3ccc(N4CCCC4)nn3)c2C)cc1,104.0,-0.3
Cn1ccc2cc(S(=O)(=O)N3CCCC(C(=O)NCc4ccccc4F)C3)ccc21 (stereo not drawn),101.0,-1.5
Cn1nc(C2CC2)cc1NC(=O)Nc1csc2ccccc12,102.0,0.1
COc1cccc(N2C(=O)CC(c3c[nH]c4ccccc34)C2=O)c1 (stereo not drawn),100.0,-0.1
C(=C\c1ccccc1)/CN1CCN(c2ccccc2)CC1,99.0,-0.6
COc1cc(/C=C/C(=O)N2CCC=CC2=O)cc(OC)c1OC,100.0,0.1

Screening data deposited in PubChem BioAssay by ICCB-Longwood Screening Facility, Harvard Medical School.
